Compound activity from PubChem BioAssay.
TRb SRC2 PPI = qHTS for Inhibitors of the Interaction of Thyroid Hormone Receptor and Steroid Receptor Coregulator 2. 280,000 compounds, 0.065% hits. Potency, µM (series often up to 106 µM), inactives show top-dose activity change, negative = inhibition, usual class: inhibitors. Thyroid hormone receptor beta (Homo sapiens), P10828. TRbeta-SRC2 peptide binding, fluorescence polarization; receptor liganded with 1 µM T3. AID 1469, 2008;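 note: plate controls were bound peptide for no effect and peptide without receptor for full effect; nearly all actives have a fitted effect of over 50% in size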
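Binding of a 20-amino-acid Texas Red SRC2 peptide (20 nM) to TRb ligand-binding domain (0.6 uM) with agonist T3 at 1 uM was followed by fluorescence polarization after a 5 hr room-temperature incubation.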
RECQ1 inh = qHTS Assay for Inhibitors of RecQ-Like Dna Helicase 1 (RECQ1); RECQ1 DNA unwinding, red fluorescence kinetic read; 240,000 compounds, 0.54% hits; Potency, µM (highest dose often 57.3 µM), for inactives: at the top dose activity, negative = inhibition, actives largely listed as inhibitors; ATP-dependent DNA helicase Q1 (Homo sapiens), P46063; AID 2549, 2010;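 note: plate controls were vehicle for no effect and no enzyme for full effect; nearly all actives have a fitted effect of over 30% in size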
Target sequence (P46063 whole entry, looked up): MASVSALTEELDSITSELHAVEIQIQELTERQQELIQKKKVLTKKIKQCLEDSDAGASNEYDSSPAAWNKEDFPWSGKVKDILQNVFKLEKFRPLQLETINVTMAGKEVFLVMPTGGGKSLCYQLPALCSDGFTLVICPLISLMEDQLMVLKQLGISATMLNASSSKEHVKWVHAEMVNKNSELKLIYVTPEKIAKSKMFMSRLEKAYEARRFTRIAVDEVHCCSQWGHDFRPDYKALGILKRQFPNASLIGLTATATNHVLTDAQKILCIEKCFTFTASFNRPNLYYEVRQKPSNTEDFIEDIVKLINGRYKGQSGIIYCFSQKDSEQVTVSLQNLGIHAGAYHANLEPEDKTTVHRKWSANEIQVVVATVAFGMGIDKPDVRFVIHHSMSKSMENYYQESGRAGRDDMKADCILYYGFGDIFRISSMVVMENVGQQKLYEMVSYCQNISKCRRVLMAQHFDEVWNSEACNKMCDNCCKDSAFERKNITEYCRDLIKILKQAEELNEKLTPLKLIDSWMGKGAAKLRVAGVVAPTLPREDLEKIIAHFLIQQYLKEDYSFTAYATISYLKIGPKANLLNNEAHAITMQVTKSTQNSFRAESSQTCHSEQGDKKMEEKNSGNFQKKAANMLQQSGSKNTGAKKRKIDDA
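50 nM RECQ1T1 preincubated 15 min with compound in Tris pH 8.0 buffer with MgCl2, DTT, Tween-20 and 2.5 ug/ml poly(dI-dC); started with 200 nM TAMRA/BHQ-2 forked duplex and 2 mM ATP. Unwinding read as fluorescence (525/598 nm), two reads 2 h apart.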
Tau fluor cs = Counterscreen qHTS for Inhibitors of Tau Fibril Formation, Fluorescence Polarization. tau K18 P301L Alexa594 fluorescence, heparin fibrillization. Potency, µM (top dose mostly 57.7 µM), without a hit: at the top dose activity change, negative = decrease. 280,000 compounds, 0.93% hits; note: % is set by controls: 0 for no effect and ±100 for the full control effect; nearly all actives have a fitted effect of over 55% in size
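Human tau K18 P301L (15 uM unlabeled, 0.24 uM Alexa 594-labeled) in 100 mM sodium acetate pH 7 with 20 uM heparin, 6 hr at 37 C. ThT 30 uM added, 1 hr ambient; Alexa 594 FP and total fluorescence read at 555/632 nm.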
TR SRC2 fluor cs = Total Fluorescence Counterscreen for Inhibitors of the Interaction of Thyroid Hormone Receptor and Steroid Receptor Coregulator 2; Potency, µM (series often up to 106 µM), without a hit: at the top dose fluorescence change, negative = quenching; 280,000 compounds, 0.29% hits; TRb/SRC2 Texas Red total fluorescence interference; active = well fitted curve in either direction with a large enough effect; inconclusive = small, poorly fitted or top-dose-only effect; note: % is set by controls: 0 for no effect and ±100 for the full control effect
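Flags fluorescent or light-absorbing compounds by total fluorescence, S + 2P, at 555 nm excitation and 632 nm emission. Mixture: 20 nM Texas Red SRC2 peptide, 0.6 uM human TRb LBD, 1 uM T3, 5% DMSO; compound exposure 5 h at ambient temperature.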
L3MBTL1 inh = qHTS Assay for the Inhibitors of L3MBTL1. Potency, µM (top dose mostly 57.1 µM), for the others: at the top dose activity, negative = inhibition, hits mostly inhibitors. AlphaScreen L3MBTL1–H3K9me1 peptide binding. 230,000 compounds, 0.66% hits. Lethal(3)malignant brain tumor-like protein 1 (Homo sapiens), Q9Y468. AID 485360, 2010; note: % is set by controls: 0 for no effect and ±100 for the full control effect; nearly all actives have a fitted effect of over 60% in size
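Displacement of a biotinylated histone H3(1-15) peptide monomethylated at Lys9 (75 nM) from L3MBTL1 (50 nM) was measured by AlphaScreen after a 30 min room-temperature compound incubation; cefsulodin titration served as intraplate control.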
Tau fibril ThT = qHTS for Inhibitors of Tau Fibril Formation, Thioflavin T Binding. recombinant tau K18 P301L, heparin-induced fibrillization, ThT fluorescence. 270,000 compounds, 2.1% hits. Potency, µM (titrated, usually from 57.4 µM), without a hit: at the highest dose activity, negative = inhibition, hits mostly inhibitors. AID 1460, 2008. Microtubule-associated protein tau (Homo sapiens), P10636; note: % is set by controls: 0 for no effect and ±100 for the full control effect; nearly all actives have a fitted effect of over 55% in size
Target sequence (P10636 561-689 P618L limits assumed): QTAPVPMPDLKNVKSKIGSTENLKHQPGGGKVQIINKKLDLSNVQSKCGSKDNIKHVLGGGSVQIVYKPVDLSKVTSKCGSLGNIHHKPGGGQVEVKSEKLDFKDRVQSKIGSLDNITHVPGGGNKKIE
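Using a mix of unlabeled (15 uM) and Alexa 594-labeled (0.24 uM) tau K18 P301L, heparin-triggered fibrillization over 6 hr at 37 C was scored by ThT fluorescence.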
Tau FP inhib = qHTS for Inhibitors of Tau Fibril Formation, Fluorescence Polarization; AID 1468, 2008; Potency, µM (top dose mostly 57.7 µM), without a hit: at the top dose activity, negative = inhibition, hits mostly inhibitors; 280,000 compounds, 0.39% hits; K18 P301L tau heparin fibrillization, Alexa594 FP, 6 h; Microtubule-associated protein tau (Homo sapiens), P10636; note: % is set by controls: 0 for no effect and ±100 for the full control effect; nearly all actives have a fitted effect of over 55% in size
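Recombinant K18 P301L […], labeled with Alexa 594 at 0.24 uM over 15 uM unlabeled; heparin inducer 20 uM final; 37 C, 6 hr; FP endpoint.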
HTT cytoprotect = qHTS Multiplex Assay to Identify Dual Action Probes in a Cell Model of Huntington: Cytoprotection (ATP); PC12 HTT-Q103 induced, cytoprotection, ATP luminescence, 40 h; Potency, µM (series often up to 56.4 µM), for inactives: cytoprotection (ATP increase), most hits filed as activators; 230,000 compounds, 0.14% hits;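 note: % of control where 0% means no effect; nearly all actives have a fitted effect of over 45% in size; toxic huntingtin expression switched on by the ecdysone agonist tebufenozide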
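Compounds added alongside 100 nM tebufenozide, which induces toxic Q103 huntingtin exon 1-GFP in stable PC12 cells; surviving cells quantified by luminescent ATP measurement. Medium: phenol red-free DMEM, 5% equine and 5% calf serum.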
The depositor's hits bear a star; i = inactive; u = inconclusive; x = no result given; [ ] = dose if it differs, or a comment. Unless noted, calls come from the whole dose curve; as a rule, active = well fitted curve in the direction sought with a large enough effect; inconclusive = small, poorly fitted or top-dose-only effect, or another doubt; inactive = no such curve, though single readings can be large; an effect the other way counts as inactive or inconclusive. Potency is the fitted concentration of half-maximal effect. This is a subset, so the mix of outcomes need not match the whole.

Values run as follows: TRb SRC2 PPI	RECQ1 inh	Tau fluor cs	TR SRC2 fluor cs	L3MBTL1 inh	Tau fibril ThT	Tau FP inhib	HTT cytoprotect
> Cc1cccc(C(=O)Oc2ccccc2C(=O)N2CCOCC2)c1
  -3%	-3%	-1%	-5%	0%	4%	3%	16%[10 µM]
> COc1ccc(NS(=O)(=O)c2cc3[nH]c(=O)c(=O)[nH]c3cc2C)cc1OC
  0%	x	-6%	-1%	x	-14%	2%	x
> COc1cc(S(=O)(=O)N(Cc2ccccc2)CC2CCCO2)ccc1-n1cnnn1 (centres undefined)
  6%	-5%	-10%	0%	2%	-5%	0%	3%[10 µM]
> COC(=O)c1ccc(CN(c2ccccc2Cl)S(C)(=O)=O)cc1
  -1%	i	-3%	-1%	9%	3%	-2%	x
> CCOC(=O)CSC1=C(C#N)C(c2ccc(C)s2)CC(=O)N1 (centres undefined)
  1%	-7%	-12%	-6%	-3%	-8%	-8%	2%
> CCc1[nH]c(=O)[nH]c1C(C)S(=O)(=O)c1ccc(C)cc1 (centres undefined)
  8%	-3%	-19%	-1%	x	u	u	14%
> Cc1ccc(S(=O)(=O)c2c(C)nn(C(C)(C)C)c2OC(=O)CC(C)C)cc1
  0%	-11%	-2%	-1%	x	-10%	7%	-51%[inhibitor]
> Cc1ccccc1NC(=O)Nc1ccccc1C(=O)NCc1ccccc1
  -1%	-17%	-11%	-5%	1%	-6%	0%	-19%
> Cc1ccc(-c2nn3nnnc3c3ccccc23)cc1
  -9%	-2%	6%	-2%	-3%	-2%	-2%	-22%
> COc1ccc(-c2ccc(SCC(=O)N3c4ccccc4CC3C)nn2)cc1OC (centres undefined)
  5%	-2%	-24%	-4%	-11%	u	1%	-3%[10 µM]
> CSc1cnc2c(N)nc(N(C)C)nc2n1
  2%	i	5%	-1%	3%	-7%	-1%	x
> COc1ccnc(N2CCN(c3ccccc3)CC2)c1C#N
  -7%	-14%	-23%	0%	-11%	u	6%	-6%[10 µM]
> OC[C@@H](O)[C@@H](O)[C@H](O)[C@H](O)CO
  1%[201 µM]	x	x	3%[201 µM]	u	x	x	-2%
> O=C(NC1CCCCC1)C(c1ccc2ncccc2c1)N(Cc1cccs1)C(=O)c1cccs1 (centres undefined)
  x	-10%	-3%	x	17%	-7%	-6%	-68%[inhibitor]
> CS(=O)(=O)N(CC(=O)Nc1cccc(Cl)c1)c1ccccc1Cl
  -12%	-6%	-26%	-1%	x	-2%	-6%	15%
> COC(=O)/C=c1\sc2n(c1=O)C(C)=CC(C)(C)N=2
  -10%	i	2%	4%	x	-13%	4%	5%
> C/C(=C/C(=O)Nc1cccc(F)c1)N1CCCC1
  3%	-6%	-10%	0%	0%	u	9%	-33%[inhibitor]
> CCC(N=c1cc(-c2ccc(OC)c(OC)c2)oc2ccc(C)cc12)C(=O)O (centres undefined)
  -5%	7%	9%	0%	4%	u	4%	20%[10 µM]
> CCn1c(SCC(=O)Nc2nccc(C)n2)nc2ccccc21
  3%	-3%	-9%	-4%	-4%	-12%	2%	0%[10 µM]
> C=C(C)Cn1c(SCC(=O)O)nnc1-c1ccc(OC)cc1
  -5%	-8%	0%	0%	x	-4%	1%	18%
> N#Cc1cc2c(N)c(C(=O)Nc3ccccc3)sc2nc1N
  -20%	-4%	u	-9%	-1%	7.9µM*	16%	x
> O=C(CCCC(=O)N1CCCc2ccccc21)N1CCCc2ccccc21
  -1%	-12%	-1%	-5%	6%	-7%	-1%	-5%
> CC(=O)OCCn1c2nc(=O)[nH]c(=O)c-2nc2cc(C)c(C)cc21
  -7%	-5%	-8%	-6%	-10%	u	-12%	-8%[10 µM]
> O=C(N/N=C/c1ccco1)c1ccc(C(=O)N/N=C/c2ccco2)o1
  -2%	-4%	-20%	0%	-11%	u	u	-17%
> O=C(NCCN1C(=O)CCC1=O)c1ccncc1
  4%	-5%	-4%	0%	6%	-10%	2%	-11%[0.074 µM]
> Cc1ccccc1C(=O)NC(NCc1ccco1)C(Cl)(Cl)Cl (centres undefined)
  -2%	-3%	-13%	0%	-3%	-12%	-14%	-18%
> N#C/C(=C\c1c[nH]c2ccccc12)c1nnc2n1CCCCC2
  -9%	-6%	-3%	4%	4%	-13%	1%	-4%[10 µM]
> O=C(c1ccco1)N(Cc1cccnc1)c1nc2c(F)cc(F)cc2s1
  -4%	x	-8%	0%	x	-3%	-8%	x
> CCNc1nc(SC(C)C(=O)OC)nc(N(C)C)n1 (centres undefined)
  0%	-6%	-8%	-4%	-13%	-6%	-4%	-17%
> O=C(c1ccc([N+](=O)[O-])cc1)N(Cc1ccc(Br)cc1)N1C(=O)CCCC1=O
  -5%	-3%	-19%	-5%	x	2%	3%	-15%[10 µM]

Single entries from the entries so far:
RECQ1 inh result of CCn1c(SCC(=O)Nc2nccc(C)n2)nc2ccccc21 = -3%
Tau FP inhib result of O=C(NCCN1C(=O)CCC1=O)c1ccncc1 = 2%
RECQ1 inh result of Cc1ccccc1C(=O)NC(NCc1ccco1)C(Cl)(Cl)Cl (centres undefined) = -3%
L3MBTL1 inh result of N#Cc1cc2c(N)c(C(=O)Nc3ccccc3)sc2nc1N = -1%
HTT cytoprotect result of CCC(N=c1cc(-c2ccc(OC)c(OC)c2)oc2ccc(C)cc12)C(=O)O (centres undefined) = 20%[10 µM]

Following part
Values run as follows: TRb SRC2 PPI	RECQ1 inh	Tau fluor cs	TR SRC2 fluor cs	L3MBTL1 inh	Tau fibril ThT	Tau FP inhib	HTT cytoprotect
> Clc1ccc(CSC2=NCCCN2)cc1Cl
  7%	-3%	-3%	2%	-6%	3%	-9%	-19%[10 µM]
> CCOC(=O)CSC1=C(C#N)C(c2ccc(F)cc2)C(C(C)=O)=C(C)N1 (centres undefined)
  -12%	-13%	-20%	1%	65%[activator]	u	-7%	-48%[inhibitor]
> CC(C)(C)Cc1nc(-c2ccc(Cl)cc2)no1
  1%	-5%	-6%	-1%	x	-4%	-3%	-3%
> Cc1ccc(S(=O)(=O)N2CCC(=O)N(CCOCc3cccc(C(F)(F)F)c3)CC2)cc1
  0%	0%	-9%	1%	7%	-9%	10%	x
> COC(=O)c1cccc(NC(=O)Cn2cnc3ccccc3c2=O)c1
  3%	2%	-4%	-1%	4%	-7%	0%	8%[10 µM]
> Cc1ccc(C(=O)C2CCN(S(=O)(=O)c3c(C)noc3C)CC2)cc1
  -4%	-1%	-9%	-3%	9%	2%	3%	-3%[10 µM]
> C=CCNC(=O)CC1C(=O)NCCN1Cc1c(F)cccc1Cl (centres undefined)
  1%	i	-14%	0%	8%	-10%	-2%	-11%[10 µM]
> CCCN(C(=O)c1sc2nc3n(c(=O)c2c1C)CCCC3)c1ccccc1C
  3%	x	-11%	-13%	x	-14%	-16%	x
> NC(=O)c1ccccc1C[C@H](C(=O)O)N1C(=O)c2ccc(C(=O)O)cc2C1=O
  2%	5%	x	-2%	29%	x	x	x
> CS(=O)(=O)c1ccc(C(=O)NCCN2C(=O)S/C(=C\c3cccnc3)C2=O)cc1[N+](=O)[O-]
  1%	-28%	u	-7%	2%	16µM*	u	3%[10 µM]
> CC(C)Oc1ccc(C(=O)O)cc1
  2%	-8%	-14%	-1%	8%	-10%	2%	7%[10 µM]
> O=[N+]([O-])c1cc(/C=N/O)ccc1Oc1cccc(Cl)c1
  2%	i	u	-2%	-22%	-16%	-4%	-74%[inhibitor][1.9 µM]
> Cc1cccc(NC(=O)CSc2nnc(C)c(=O)n2N)c1
  -3%	i	-1%	1%	x	6%	-13%	u
> Cn1c(CSCc2ccc(Cl)cc2)n[nH]c1=S
  -7%	i	-4%	1%	3%	-5%	-9%	-27%

A second format for four compounds above:
COC(=O)c1cccc(NC(=O)Cn2cnc3ccccc3c2=O)c1
  TRb SRC2 PPI = 3% | RECQ1 inh = 2% | Tau fluor cs = -4% | TR SRC2 fluor cs = -1% | L3MBTL1 inh = 4% | Tau fibril ThT = -7% | Tau FP inhib = 0% | HTT cytoprotect = 8%[10 µM]

Cc1ccc(C(=O)C2CCN(S(=O)(=O)c3c(C)noc3C)CC2)cc1
  TRb SRC2 PPI = -4% | RECQ1 inh = -1% | Tau fluor cs = -9% | TR SRC2 fluor cs = -3% | L3MBTL1 inh = 9% | Tau fibril ThT = 2% | Tau FP inhib = 3% | HTT cytoprotect = -3%[10 µM]

C=CCNC(=O)CC1C(=O)NCCN1Cc1c(F)cccc1Cl (centres undefined)
  TRb SRC2 PPI = 1% | RECQ1 inh = i | Tau fluor cs = -14% | TR SRC2 fluor cs = 0% | L3MBTL1 inh = 8% | Tau fibril ThT = -10% | Tau FP inhib = -2% | HTT cytoprotect = -11%[10 µM]

CCCN(C(=O)c1sc2nc3n(c(=O)c2c1C)CCCC3)c1ccccc1C
  TRb SRC2 PPI = 3% | RECQ1 inh = x | Tau fluor cs = -11% | TR SRC2 fluor cs = -13% | L3MBTL1 inh = x | Tau fibril ThT = -14% | Tau FP inhib = -16% | HTT cytoprotect = x
